# FUS suppressor: rescues growth of FUS-expressing yeast; S. cerevisiae FUS-expressing, growth rescue, OD600, 24 h; Potency, µM (doses to about 76.6 µM), without a hit: top-dose growth rescue (activation), usual class: activators; 390,000 compounds, 0.24% hits; AID 1347120;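 also: plate controls were DMSO vehicle for no effect and reference control for full effect; nearly all actives have a fitted effect of over 55% in size; some results filed as inactive show a strong effect at the top dose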
#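 Yeast FUS proteinopathy model; galactose-induced FUS (2%), starting OD 0.005. Cpds in dilution series, 24hr, 30C, 99% humidity. Abs 600 nm growth. Pos ctrl CP55940 (top 92uM final); neg ctrl DMSO.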
# EPAC1 agonist: EPAC1 (human) agonism | Potency, µM (highest dose often 154 µM), without a hit: at the top dose activation, hits mostly activators | O95398 | 360,000 compounds, 0.073% hits | AID 720707 | EPAC1 agonist qHTS, biochemical assay; response scale: 100% = response to 6.5 mM cAMP; also: nearly all actives have a fitted effect of over 60% in size
#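 Normalized to 6.5 mM cAMP, activity reflects EPAC1-catalysed release of BODIPY-GDP from Rap1B, followed kinetically over 30 min at 480 nm excitation, 540 nm emission. Reaction contained 100 nM EPAC1, 250 nM Rap1B-BODIPY-GDP, 50 uM GDP.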
# EPAC2 antagonist: EPAC2 (human) antagonism. 360,000 compounds, 0.18% hits. AID 720708. Q8WZA2. EPAC2 GEF exchange of Rap1B-BODIPY-GDP, fluorescence. Potency, µM (series often up to 114 µM), for the others: at the highest dose activity, negative = inhibition, usual class: inhibitors; also: % is scaled to controls: 0 for no effect and ±100 for the full control effect; nearly all actives have a fitted effect of over 45% in size; many of its hits are not listed in these tables
# Target sequence (Q8WZA2 whole entry, looked up): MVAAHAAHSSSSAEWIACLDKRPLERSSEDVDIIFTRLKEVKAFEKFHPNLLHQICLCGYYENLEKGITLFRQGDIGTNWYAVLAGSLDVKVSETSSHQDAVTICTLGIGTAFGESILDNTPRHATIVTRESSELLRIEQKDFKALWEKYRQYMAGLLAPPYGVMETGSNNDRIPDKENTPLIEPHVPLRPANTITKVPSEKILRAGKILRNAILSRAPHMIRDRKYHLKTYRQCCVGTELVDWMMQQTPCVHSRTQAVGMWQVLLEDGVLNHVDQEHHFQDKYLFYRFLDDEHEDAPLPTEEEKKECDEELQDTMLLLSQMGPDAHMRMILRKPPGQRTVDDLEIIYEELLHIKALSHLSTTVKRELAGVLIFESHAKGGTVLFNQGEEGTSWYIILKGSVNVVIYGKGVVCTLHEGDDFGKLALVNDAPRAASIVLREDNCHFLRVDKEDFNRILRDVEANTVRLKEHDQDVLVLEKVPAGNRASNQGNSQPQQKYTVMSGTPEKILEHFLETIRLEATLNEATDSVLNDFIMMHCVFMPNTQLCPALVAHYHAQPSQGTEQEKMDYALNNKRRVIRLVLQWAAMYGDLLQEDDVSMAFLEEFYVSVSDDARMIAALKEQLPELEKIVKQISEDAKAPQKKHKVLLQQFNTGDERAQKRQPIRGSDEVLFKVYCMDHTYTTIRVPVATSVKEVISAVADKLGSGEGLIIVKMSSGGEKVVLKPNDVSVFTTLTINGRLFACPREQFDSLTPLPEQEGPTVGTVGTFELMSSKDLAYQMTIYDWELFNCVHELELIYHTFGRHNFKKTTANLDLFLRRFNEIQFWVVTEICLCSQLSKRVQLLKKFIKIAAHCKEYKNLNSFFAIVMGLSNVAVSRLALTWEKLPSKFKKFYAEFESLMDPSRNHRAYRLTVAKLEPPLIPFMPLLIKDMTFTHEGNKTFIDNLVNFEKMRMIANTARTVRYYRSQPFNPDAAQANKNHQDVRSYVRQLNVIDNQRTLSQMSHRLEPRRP
# EPAC1 antag: blocks human EPAC1 exchange factor; O95398; EPAC1 GEF assay, Rap1b-BODIPY-GDP exchange fluorescence; Potency, µM (titrated, usually from 115 µM), for inactives: top-dose activity change, negative = inhibition, hits mostly inhibitors; 360,000 compounds, 0.14% hits;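 also: plate controls were vehicle for no effect and positive control for full effect; nearly all actives have a fitted effect of over 50% in size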
# TDP43 rescue: inhibitors of TDP-43 toxicity in yeast | AID 652104 | TDP-43 expressing yeast growth rescue, BacTiter-Glo, 24 h | Potency, µM (top dose mostly 46.1 µM), without a hit: top-dose growth rescue (activation), hits mostly activators | 410,000 compounds, 1.8% hits; also: % of control where 0% means no effect; nearly all actives have a fitted effect of over 50% in size
#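 In this qHTS, compounds that restore growth of yeast expressing TDP-43 appear as activators. Cells (OD600=0.02, galactose medium, raffinose-pregrown) are incubated with compound 24 hr at 30 deg C and growth is quantified by BacTiter-Glo.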
# PTHR1 agonist: agonists of human PTHR1 parathyroid hormone receptor | Q03431 | HEK293 GP2 PTHR1 cells, GloSensor cAMP luminescence, 1 h | Potency, µM (highest dose often 115 µM), for the others: at the highest dose activation, actives largely listed as activators | 410,000 compounds, 0.075% hits | AID 743266; also: nearly all actives have a fitted effect of over 55% in size; some results filed as inactive show a strong effect at the top dose; inactives centre near -15; many of its hits are not listed in these tables
#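 HEK-293-derived GP2 cells expressing PTHR1 and a GloSensor cAMP reporter, 3,000/well, plated overnight, given luciferin plus IBMX (each 0.5 mM as added) for 1 h at 37 °C, then compound for 1 h at 37 °C. Luminescence was read after 15 min at room temperature.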
# aSyn yeast inh: alpha-synuclein toxicity inhibition in yeast. Yeast expressing alpha-synuclein, growth rescue, BacTiter-Glo, 24 h. Potency, µM (highest dose often 46.1 µM), without a hit: top-dose growth rescue (activation), usual class: activators. 370,000 compounds, 0.14% hits. AID 652106; also: % of control where 0% means no effect; nearly all actives have a fitted effect of over 65% in size
#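 Screening used galactose-induced yeast with toxic alpha-synuclein levels, exposed to compound for 24 hr at 30 deg C. Cell growth, read with BacTiter-Glo luminescence, gave the measured signal.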
# EPAC2 ag: agonists of human EPAC2 (RAPGEF4); Q8WZA2; EPAC2 activation, biochemical qHTS; response scale: 100% = 6.5 mM cAMP response; Potency, µM (series often up to 154 µM), without a hit: at the highest dose activation, usual class: activators; 360,000 compounds, 0.079% hits; also: nearly all actives have a fitted effect of over 50% in size
#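 qHTS, titration series. 100 nM EPAC2 / 250 nM Rap1B-BODIPY-GDP / 50 uM GDP; RT; ex 480/em 540 nm, 5-min reads to 30 min. Norm. to 6.5 mM cAMP = activation.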
# An asterisk follows results filed as active; i = inactive; ? = inconclusive; . = not tested or not shown; [ ] = dose if it differs, or a comment. Calls follow the shape of the dose curve; as a rule, active = well fitted curve in the direction sought with a large enough effect; inconclusive = small, poorly fitted or top-dose-only effect, or another doubt; inactive = no such curve, though single readings can be large; an effect the other way counts as inactive or inconclusive. Potency is read from the fitted curve at half-maximal effect.
SMILES,FUS suppressor,EPAC1 agonist,EPAC2 antagonist,EPAC1 antag,TDP43 rescue,PTHR1 agonist,aSyn yeast inh,EPAC2 ag
CC(=O)N1CCN(CC(=O)Nc2c(Cl)ccc(C)c2Cl)CC1,-11%,1%,3%,7%,-16%[1.82 µM],i,-5%,9%
O=C(c1sccc1-n1cccc1)N1CCCC1,12%,1%,10%,-4%,7%,-6%[57.5 µM],-9%,0%
COC(=O)CCCC(=O)N1CCCC(C(=O)c2ccc(OC)cc2C)C1 (stereo not drawn),-32%,-1%,4%,10%,20%,-19%,-1%,5%
NC(Cc1ccc2nsnc2c1)C(=O)O (stereo not drawn),17%,10%,-4%,-6%,-10%,-10%[57.5 µM],5%,6%
CCCC12CN(C(=O)c3ccc([N+](=O)[O-])cc3)CC(C)(CN(C(=O)c3ccc([N+](=O)[O-])cc3)C1)C2=O,9%,-7%,-2%,-12%,-12%,?,-2%,14%
O=C(OCc1ccccc1)/C(=C/c1ccc(Cl)cc1)NC(=O)c1ccccc1Cl,-11%,-4%,21%,5%,-13%,i,2%,-1%
CN1CCN(S(=O)(=O)c2ccc3[nH]cc(C(=O)O)c(=O)c3c2)CC1,13%,-4%,3%,4%,-2%,i,3%,5%
Cn1c(=O)c2cc(S(=O)(=O)NCCC(=O)NCC3CCCO3)ccc2n(C)c1=O (stereo not drawn),5%,-5%,-10%,11%,-8%,-14%[57.5 µM],-1%,-2%
Cc1ccc(CNC(=O)Cc2cccs2)cc1,-16%,14%,-1%,-10%,18%,i,8%,8%
Nc1nonc1NC(=O)CSc1ncccc1C(=O)O,-8%,5%,-1%,-1%,-1%,-13%[57.5 µM],-6%,-5%
CCC(c1nnnn1C(C)(C)CC)N(CCCN1CCOCC1)Cc1cc2cccc(C)c2[nH]c1=O (stereo not drawn),16%,3%,14%,-1%,0%,-31%[inhibitor],-11%,6%
O=C(COC(=O)CNS(=O)(=O)c1c(Cl)cccc1Cl)Nc1ccccc1Sc1ccccc1,19%,13%,-4%,-8%,-12%,-2%,2%,15%
O=C(NCc1ccc(F)cc1)C1CCCN1C(=O)Nc1cccc(F)c1 (stereo not drawn),-26%,3%,4%,-13%,14%,-32%[inhibitor],-2%,13%
CC1(C)Cc2nc(NC3CCCCC3)c(C#N)cc2CO1,3%,-9%,-4%,-11%,22%,-12%,-4%,-5%
CCOC(=O)[C@]12CCCC=C1N(Cc1ccccc1)C(=O)[C@H](CC(=O)NCCCOC)C2,1%,0%,0%,12%,10%,i,-6%,-2%
COc1ccccc1-c1nnc(NC(=O)C(C)Sc2nncn2C)s1 (stereo not drawn),-11%,-1%,19%,-7%,-3%,-47%[inhibitor],-13%,-2%
OCC[C@@H]1C[C@H](O)[C@@H](O)[C@@]2(CCc3ccccc3CO2)O1,-17%,7%,5%,-2%,4%,-5%,-9%,1%
CC1CN(S(=O)(=O)c2ccccc2)CC(C)O1 (stereo not drawn),20%,-4%,15%,18%,-6%,i,-2%,1%
COC(=O)[C@@H](NCc1cccc(CN[C@H](C(=O)OC)C(C)C)c1)C(C)C,-17%,3%,1%,6%,4%,-23%,1%,2%
COc1ccc(Br)cc1CN(C)CC(=O)Nc1c(Cl)ccc(C)c1Cl,22%,2%,?,?,5%,-13%,0%,5%
Cc1cc(-c2nnc(SCC(=O)Nc3c(C)cccc3C)n2N)n[nH]1,21%,7%,-5%,-14%,-4%,i,-2%,0%
Cc1cccc(C)c1OCc1cc(C(=O)N2CCN3CCCC3C2)no1 (stereo not drawn),.,0%,9%,9%,7%,-3%,1%,1%
CCOc1ccccc1NC(=O)C1CCN(S(=O)(=O)c2c(C)noc2C)CC1,16%,-2%,12%,9%,7%,6%,5%,7%
O=C(COC(=O)C1CC2C=CC1C2)Nc1ccccc1[N+](=O)[O-] (stereo not drawn),.,-6%,6%,1%,?,-23%,1%,8%
CC1CC(C(=O)Nc2ccccc2)C(=O)O1 (stereo not drawn),-14%,0%,-6%,1%,3%,i,5%,1%
CN(C)C(=O)Cn1nc(-c2ccccc2)c2ccccc2c1=O,7%,-3%,8%,-2%,9%,i,-2%,1%
COc1ccc(S(=O)(=O)N2CCCCC2)cc1NC(=O)Cc1cccs1,.,3%,-9%,-17%,-17%,i,-5%,11%
CC1=CSC2=NC(=O)/C(=C\c3cccn3-c3ccccc3)C(=N)N12,.,-9%,20%,12%,18%,-25%,-1%,6%
CC(Sc1n[nH]c(N)n1)C(=O)NC1CCCCC1C (stereo not drawn),-17%,2%,3%,1%,12%,i,-9%,5%
CCn1c(C)c(Br)c(=O)c(C(=O)OC)c1-c1ccc(Cl)cc1,-35%,-5%,1%,-5%,18%,i,2%,-2%
COc1ccc(S(=O)(=O)N2CCOCC2)cc1NC(=O)COC(=O)C1=COCCO1,-12%,7%,-1%,-16%,-2%,i,-12%,0%
Cc1cc(C)c(S(=O)(=O)N2CCCOC2CNC(=O)C(=O)NCCC2=CCCCC2)c(C)c1 (stereo not drawn),.,-4%,-1%,-12%,15%,0%,-1%,-5%
COc1ccc2cc(OCC(=O)NNC(=O)Nc3ccc(OC)c(OC)c3)ccc2c1,?,5%,11%,6%,-25%,?,-4%,11%
NC(=O)c1c(NC(=O)c2ccccc2C(=O)O)sc2c1CCCC2,0%,-8%,10%,-14%,14%,-1%,26%,6%
COc1ccc(S(=O)(=O)N2CCN(CC(=O)Nc3sccc3C(N)=O)CC2)cc1OC,27%,-14%,3%,13%,-3%,-8%,-11%,4%
O=C(Cn1cc2c(n1)CCCCC2)Nc1c(F)c(F)cc(F)c1F,-1%,-4%,-6%,-10%,3%,i,0%,4%
O=C(COC(=O)Cc1ccccc1F)NC(=O)NC1CCCC1,-2%,-9%,10%,0%,19%,i,0%,0%
CCC1(CC)Cc2ccccc2C(CC(=O)N2CCOCC2)=N1,20%,12%,-16%,-10%,-24%,-12%[57.5 µM],-1%,7%
CCCCn1c(N)c(N(CC(C)C)C(=O)CC2CCCC2)c(=O)[nH]c1=O,20%,-3%,16%,15%,-17%,23%,1%,3%
NC(=O)c1c(NC(=O)c2c(F)cccc2F)sc2c1CCN(Cc1ccccc1)C2,-16%,-60%[inhibitor],38%[activator],31%,27%,-41%[inhibitor],?,14%
O=C(COc1ccc(-c2nnco2)cc1)Nc1cc([N+](=O)[O-])ccc1F,28%,-3%,4%,11%,0%,i,-2%,-1%
O=C(OCc1nnc(-c2ccccc2)o1)c1ccc(Cl)cc1,28%,11%,-4%,-13%,19%,i,16%,29%
Cc1ccc(OCC(=O)Nc2ccc(N(C)C)cc2)cc1,11%,0%,-2%,?,2%,i,5%,-3%
CC(C)C1N(C(=O)N(C)C)CCN1S(=O)(=O)c1ccccc1 (stereo not drawn),-6%,2%,5%,-6%,-8%,i,1%,2%
O=C(/C=C/c1ccccc1)c1c[nH]c2ccccc12,-11%,5%,4%,-17%,-13%,-12%,-11%,5%
COc1ccc(OC)c(/C=C2\Oc3cc(OCC(=O)N4CCC[C@H]4C(=O)O)ccc3C2=O)c1,26%,-32%[inhibitor],-14%,1%,8%,-17%,2%,1%
COc1ccc(Oc2nc3c(c(=O)n(C)c(=O)n3C)n2C)cc1,-4%,8%,-19%,4%,28%,-25%,7%,4%
CC(=O)c1ccccc1NC(=O)C1CCCN(C(=O)c2ccc(Cl)cc2)C1 (stereo not drawn),-3%,-5%,5%,18%,30%,-27%,12%,-3%
CC1(C)O[C@@H]2C[C@H]3[C@@H]4CCC5=CC(=O)CC[C@]5(C)[C@@]4(F)[C@@H](O)C[C@]3(C)[C@]2(C(=O)CCl)O1,-24%,-21%,15%,9%,-3%,i,2%,3%
CCN(C(=O)CSc1ncnc2sc(C)c(C)c12)C1CCS(=O)(=O)C1 (stereo not drawn),7%,5%,-9%,-11%,14%,-37%[inhibitor],2%,4%
# (next part)
SMILES,FUS suppressor,EPAC1 agonist,EPAC2 antagonist,EPAC1 antag,TDP43 rescue,PTHR1 agonist,aSyn yeast inh,EPAC2 ag
COc1ccccc1N1C(=O)CC(Sc2nccc(C)n2)C1=O (stereo not drawn),16%,6%,15%,-18%,-14%,17%[57.5 µM],0%,-4%
COC(=O)/C(C#N)=C/c1ccc(OC(=O)c2ccccn2)cc1,.,-1%,8%,-9%,-19%,-21%,5%,-4%
OCC1CCCCN1C(=S)Nc1cccc(Cl)c1 (stereo not drawn),-7%,-3%,1%,-3%,10%[9.22 µM],i,0%,-4%
O=C(O)CC(C(=O)Nc1ccc(Cl)c(Cl)c1)C1CCCO1 (stereo not drawn),-2%,-5%,4%,9%,-12%,i,0%,-1%
CCOC(=O)c1sc(=NC(=O)c2ccc(Br)cc2)n(C)c1C,-6%,0%,13%,5%,6%,?,0%,6%
Cc1ccc(CCNC(=O)C2CCN(S(=O)(=O)N3CCOCC3)CC2)cc1,-10%,3%,-5%,-7%,6%,-5%,0%,3%
O=C(CSc1nc(N2CCOCC2)nc(N2CCOCC2)n1)Nc1cccc(C(F)(F)F)c1,11%,22%,6%,-7%,4%,-27%,-7%,-6%
C=CCOC(=O)C1=C(C)NC(C)=C(C(=O)OCC=C)C1c1cn(-c2ccccc2)nc1-c1ccco1,-10%,7%,-10%,-23%,16%,-17%,-13%,2%
O=C(OCC(=O)c1c[nH]c2ccccc12)c1ccc(Br)o1,18%,10%,-1%,-12%,-22%,i,-3%,9%
Fc1ccc(-c2nnc(-c3ccc(Cl)cc3)o2)cc1,23%,5%,-1%,-9%,-11%,-51%[inhibitor][57.5 µM],-1%,0%
Cc1cc(=O)oc2cc(OCC(=O)Nc3ccc(S(=O)(=O)N(C)C)cc3)ccc12,-25%,8%,-2%,-2%,10%,i,-5%,-2%

# Record cards, as listed above. Order of values: FUS suppressor, EPAC1 agonist, EPAC2 antagonist, EPAC1 antag, TDP43 rescue, PTHR1 agonist, aSyn yeast inh, EPAC2 ag
# Shown for OCC1CCCCN1C(=S)Nc1cccc(Cl)c1 (stereo not drawn) : -7%, -3%, 1%, -3%, 10%[9.22 µM], i, 0%, -4%
# Shown for Fc1ccc(-c2nnc(-c3ccc(Cl)cc3)o2)cc1 : 23%, 5%, -1%, -9%, -11%, -51%[inhibitor][57.5 µM], -1%, 0%
# Shown for COC(=O)/C(C#N)=C/c1ccc(OC(=O)c2ccccn2)cc1 : ., -1%, 8%, -9%, -19%, -21%, 5%, -4%

# Source: PubChem

# This is a subset; rates above refer to the full screens.
